TcdB GH inh – inhibitors of Clostridioides difficile toxin B glycohydrolase | inhibition, % at 9.99 µM | 350,000 compounds, 0.24% hits | TcdB glycohydrolase enzymatic assay, plate reader; in the data active = inhibition above about 10%
Active calls of the source: *; & = joins results of further samples. Only part of the results is shown (hit frequency here may not be typical).

SMILES	TcdB GH inh
C[C@@H]1CN([C@@H](C)CO)C(=O)c2cc(-c3ccccc3F)cnc2O[C@H]1CN(C)C(=O)c1ccccn1	0.4
O=C(C[C@H]1C=C[C@H](NC(=O)c2cccc(F)c2)[C@@H](CO)O1)NCc1ccccc1	-1.7
CCCN1[C@@H]2c3ccc(C4=CCCCC4)c(=O)n3C[C@@H]2[C@@H](CO)[C@@H]1C(=O)NC1Cc2ccccc2C1	-0.6
C[C@H](O)C#Cc1ccc2c(c1)O[C@@H](CN(C)Cc1cccnc1)[C@@H](C)CN([C@@H](C)CO)S2(=O)=O	1.1
C[C@@H]1CN([C@@H](C)CO)C(=O)c2cc(NC(=O)C3CCCCC3)ccc2O[C@H]1CN(C)C(=O)Nc1ccc(C(F)(F)F)cc1	-0.3
CO[C@H](CN(C)Cc1ccc(-c2ccccn2)cc1)[C@H](C)CN(C(=O)Nc1ccc(F)cc1)[C@H](C)CO	0.5
C[C@@H]1CCCCO[C@@H](CN(C)C(=O)Cc2ccccc2)[C@H](C)CN([C@@H](C)CO)C(=O)c2cc(NC(=O)Nc3ccc4c(c3)OCO4)ccc2O1	-6.1
COc1ccc(NC(=O)N(C)C[C@H]2Oc3c(NC(=O)NC(C)C)cccc3C(=O)N([C@H](C)CO)C[C@H]2C)cc1	-5.1
CCCNC(=O)C[C@@H]1C[C@H]2c3cc(NC(=O)NC4CCCC4)ccc3O[C@H]2[C@H](CO)O1	0.2
COCc1cn(CC[C@@H]2CC[C@H](NC(=O)Nc3ccc4c(c3)OCO4)[C@H](CO)O2)nn1	-6.8
COc1ccc(S(=O)(=O)N(C)C[C@@H]2OCCCC[C@H](C)Oc3ccc(NC(=O)C4CCCCC4)cc3C(=O)N([C@@H](C)CO)C[C@@H]2C)cc1	-0.3
C[C@@H]1CN([C@@H](C)CO)C(=O)c2cccc(NC(=O)Nc3ccccc3)c2O[C@H]1CN(C)C(=O)Nc1ccc2c(c1)OCO2	-1.6
O=C(C[C@@H]1C[C@H]2c3cc(NC(=O)NC4CCCC4)ccc3O[C@H]2[C@@H](CO)O1)NCC1CC1	-0.6
O=C(C1CCCCC1)N1CC(=O)N2[C@H](CO)[C@@H](c3ccc(C#Cc4cccc(F)c4)cc3)[C@H]2C1	-2.0
COc1ccccc1C#Cc1cnc2c(c1)C(=O)N([C@@H](C)CO)C[C@@H](C)[C@@H](CN(C)S(=O)(=O)c1cn(C)cn1)O2	-7.2
CCC(=O)N[C@@H]1CC[C@@H](CCn2cc(C3CC3)nn2)O[C@H]1CO	0.1
C[C@H](CO)N1C[C@H](C)[C@@H](CN(C)S(=O)(=O)c2cn(C)cn2)Oc2ccc(NS(=O)(=O)c3ccc(F)cc3)cc2C1=O	0.0
C[C@@H]1CCCCO[C@H](CN(C)C(=O)NC2CCCCC2)[C@@H](C)CN([C@H](C)CO)C(=O)c2cc(NS(=O)(=O)c3ccccc3)ccc2O1	-12
Cc1noc(C)c1NC(=O)Nc1ccc2c(c1)CC(=O)N([C@@H](C)CO)C[C@@H](C)[C@@H](CN(C)S(=O)(=O)c1ccccc1)O2	1.1
O=C1CNC[C@@H]2[C@H](c3ccc(C4=CCCCC4)cc3)[C@@H](CO)N12	-1.0
O=C(C[C@H]1CC[C@@H]2[C@H](COC[C@@H](O)CN2C(=O)Nc2ccc(Cl)c(Cl)c2)O1)NCc1ccc(Cl)c(Cl)c1	1.6
C[C@H](CO)N1C[C@H](C)[C@H](CN(C)CC2CC2)Oc2cc(/C=C/c3ccccc3)ccc2S1(=O)=O	1.2
C[C@H](CO)N1C[C@H](C)[C@H](CN(C)C(=O)Nc2ccc3c(c2)OCO3)OCCCC[C@H](C)Oc2ccc(NS(=O)(=O)c3ccccc3)cc2C1=O	-0.2
CO[C@H]1CN(C)C(=O)c2cc(NC(=O)Nc3ccc(Cl)cc3)ccc2OC[C@@H](C)NC[C@H]1C	0.6
C[C@H](CO)N1C[C@H](C)[C@H](CN(C)S(C)(=O)=O)Oc2ccc(NC(=O)Nc3ccc(F)cc3)cc2C1=O	0.1

Compounds listed so far containing nitrogen in an aromatic ring:
SMILES	TcdB GH inh
C[C@@H]1CN([C@@H](C)CO)C(=O)c2cc(-c3ccccc3F)cnc2O[C@H]1CN(C)C(=O)c1ccccn1	0.4
CCCN1[C@@H]2c3ccc(C4=CCCCC4)c(=O)n3C[C@@H]2[C@@H](CO)[C@@H]1C(=O)NC1Cc2ccccc2C1	-0.6
C[C@H](O)C#Cc1ccc2c(c1)O[C@@H](CN(C)Cc1cccnc1)[C@@H](C)CN([C@@H](C)CO)S2(=O)=O	1.1
CO[C@H](CN(C)Cc1ccc(-c2ccccn2)cc1)[C@H](C)CN(C(=O)Nc1ccc(F)cc1)[C@H](C)CO	0.5
COCc1cn(CC[C@@H]2CC[C@H](NC(=O)Nc3ccc4c(c3)OCO4)[C@H](CO)O2)nn1	-6.8
COc1ccccc1C#Cc1cnc2c(c1)C(=O)N([C@@H](C)CO)C[C@@H](C)[C@@H](CN(C)S(=O)(=O)c1cn(C)cn1)O2	-7.2
CCC(=O)N[C@@H]1CC[C@@H](CCn2cc(C3CC3)nn2)O[C@H]1CO	0.1
C[C@H](CO)N1C[C@H](C)[C@@H](CN(C)S(=O)(=O)c2cn(C)cn2)Oc2ccc(NS(=O)(=O)c3ccc(F)cc3)cc2C1=O	0.0
Cc1noc(C)c1NC(=O)Nc1ccc2c(c1)CC(=O)N([C@@H](C)CO)C[C@@H](C)[C@@H](CN(C)S(=O)(=O)c1ccccc1)O2	1.1

Going on with the list.
SMILES	TcdB GH inh
CCCNC(=O)Nc1ccc2c(c1)C(=O)N(C)C[C@@H](OC)[C@H](C)CN(C(=O)c1ccccc1F)[C@H](C)CO2	0.0
CC(=O)N(C)C[C@@H]1Oc2ncc(C#Cc3ccncc3)cc2C(=O)N([C@@H](C)CO)C[C@H]1C	0.9
CO[C@@H]1CC[C@@H]2CCN(C)C(=O)[C@H](C)[C@H](OC)CN(C)C(=O)c3cc(C#N)ccc3OC[C@H]1O2	-2.2
CN1C(=O)c2cc(NC(=O)Cc3cccs3)ccc2OC[C@@H]2O[C@@H](CC(=O)NCCc3ccncc3)CC[C@@H]21	-0.5
C[C@@H]1CN([C@H](C)CO)C(=O)c2cc(NC(=O)Nc3ccc(F)cc3)ccc2O[C@@H](C)CCCCO[C@@H]1CN(C)C(=O)C1CCCCC1	0.1
O=C(Cc1ccccc1)N[C@@H]1CC[C@@H](CC(=O)N2CCCCC2)O[C@@H]1CO	-0.1
C/C=C/c1cccc(-c2nc(C(=O)NCc3ccccn3)cc3c2[C@H](CCO)N([S@@](=O)C(C)(C)C)C3)c1	-0.3
CO[C@H]1CN(C)C(=O)c2cc(NC(=O)c3ccccc3)ccc2OC[C@H](C)NC[C@H]1C	-1.7
O=C(C1CCC1)N1CC2(C1)[C@H](c1ccccc1)[C@H](CO)N2C(=O)c1ccccn1	-0.7
C[C@@H]1CN([C@@H](C)CO)C(=O)c2cc(NS(=O)(=O)c3ccccc3)ccc2O[C@@H](C)CCCCO[C@H]1CN(C)Cc1ccc(C(F)(F)F)cc1	-0.3
CCCC#Cc1ccc2c(c1)O[C@H](CN(C)C(=O)Nc1ccccc1F)[C@H](C)CN([C@H](C)CO)S2(=O)=O	0.4
C[C@H]1CN([C@@H](C)CO)C(=O)c2cc(C#CC3CC3)cnc2O[C@H]1CN(C)C(=O)CC1CC1	-0.3
COc1ccc2c3c(n(C)c2c1)[C@@H](CO)N(C(=O)Nc1ccc(F)cc1)CC31CCN(S(=O)(=O)c2cccc(C)c2)CC1	-0.4
COc1ccc(S(=O)(=O)N(C)C[C@@H]2OCCCC[C@@H](C)Oc3ccc(NC(=O)C4CCCCC4)cc3C(=O)N([C@@H](C)CO)C[C@@H]2C)cc1	0.8
CCNC(=O)C[C@@H]1CC[C@@H]2[C@H](COc3ccc(NC(=O)c4ccc(F)c(F)c4)cc3C(=O)N2C)O1	-0.9
Cc1noc(C)c1NC(=O)N(C)C[C@@H]1Oc2ccc(NC(=O)NC(C)C)cc2C(=O)N([C@@H](C)CO)C[C@H]1C	0.2
C[C@@H]1CN([C@H](C)CO)C(=O)Cc2cc(NC(=O)CCC(F)(F)F)ccc2O[C@H]1CN(C)Cc1ccccc1	0.4
C[C@H]1CN([C@@H](C)CO)S(=O)(=O)c2ccc(C3=CCCCC3)cc2O[C@H]1CN(C)S(C)(=O)=O	0.4
Cc1noc(C)c1S(=O)(=O)Nc1ccc2c(c1)C(=O)N([C@H](C)CO)C[C@H](C)[C@@H](CN(C)S(=O)(=O)c1ccc(Cl)cc1)O2	1.3
C[C@@H]1CN([C@H](C)CO)S(=O)(=O)c2ccc(C#CCN(C)C)cc2O[C@H]1CN(C)C(=O)C1CCCCC1	-1.0
C[C@@H]1CN([C@H](C)CO)C(=O)c2cc(/C=C/c3ccccc3)cnc2O[C@@H]1CN(C)C(=O)c1cccnc1	2.3
N#Cc1cccc(-c2ccc3c(c2)[C@H]2[C@H](CCN2C(=O)c2ccccc2F)[C@@H](CO)N3)c1	1.1
CC(=O)N(C)C[C@@H]1Oc2cc(-c3cccc(C#N)c3)ccc2S(=O)(=O)N([C@@H](C)CO)C[C@H]1C	1.0
COCC(=O)N1C[C@@H](C)[C@@H](OC)CN(C)C(=O)c2ccc(NC(=O)C3CCC3)cc2OC[C@@H]1C	0.6
CN(C)C(=O)[C@H]1[C@H](CO)[C@H]2Cn3c(ccc(-c4ccccc4F)c3=O)[C@@H]1N2C(=O)c1cccnc1	1.0

Two entries picked at random from the list so far:
SMILES	TcdB GH inh
O=C(Cc1ccccc1)N[C@@H]1CC[C@@H](CC(=O)N2CCCCC2)O[C@@H]1CO	-0.1
C[C@H]1CN([C@@H](C)CO)C(=O)c2cc(C#CC3CC3)cnc2O[C@H]1CN(C)C(=O)CC1CC1	-0.3

(list continues)
SMILES	TcdB GH inh
CN1C(=O)c2cc(NC(=O)Cc3ccccc3)ccc2OC[C@H]2O[C@@H](CC(=O)NC3CCC3)CC[C@@H]21	-0.6
O=C(Cc1ccncc1)N1C[C@@H]2N[C@H](C1)C2c1ccc(-c2ccccc2)cc1 (stereo partly specified)	0.1
COc1ccc(S(=O)(=O)Nc2ccc3c(c2)C(=O)N([C@@H](C)CO)C[C@H](C)[C@H](CN(C)S(=O)(=O)c2ccc(Cl)cc2)OCCCC[C@@H](C)O3)cc1	0.7
C[C@@H]1CCCCO[C@H](CN(C)Cc2ccccc2)[C@H](C)CN([C@H](C)CO)C(=O)c2cc(NC(=O)NC3CCCCC3)ccc2O1	-0.7
COc1ccc(CN2C[C@H](O)COC[C@@H]3O[C@H](CC(=O)N4CCc5ccccc5C4)CC[C@H]32)cc1	1.3
COc1ccc(NC(=O)Nc2ccc3c(c2)CC(=O)N([C@H](C)CO)C[C@@H](C)[C@@H](CN(C)Cc2ccccc2)O3)cc1	0.6
Cc1noc(C)c1NC(=O)N(C)C[C@H]1Oc2ccc(N(C)C)cc2CC(=O)N([C@H](C)CO)C[C@H]1C	-9.1
C[C@@H]1CCCCO[C@H](CN(C)Cc2ccc(C(=O)O)cc2)[C@H](C)CN([C@H](C)CO)C(=O)c2cc(NC(=O)Nc3ccc(F)cc3)ccc2O1	-1.4
CNC[C@H]1Oc2cc(C#CCC3CCCC3)ccc2S(=O)(=O)N([C@H](C)CO)C[C@H]1C	0.5
COc1ccccc1-c1ccc([C@H]2[C@H](CO)N3CCCCN(C(=O)CN4CCOCC4)C[C@@H]23)cc1	-0.9
C[C@@H]1CN([C@@H](C)CO)C(=O)c2cc(NS(=O)(=O)c3ccccc3)ccc2O[C@@H]1CN(C)Cc1ccncc1	0.1
Cc1noc(C)c1S(=O)(=O)N(C)C[C@@H]1OCCCC[C@@H](C)Oc2ccc(NS(=O)(=O)c3ccc(Cl)cc3)cc2C(=O)N([C@@H](C)CO)C[C@@H]1C	-0.7
Cc1ccc(S(=O)(=O)Nc2ccc3c(c2)C(=O)N([C@H](C)CO)C[C@@H](C)[C@@H](CN(C)C(=O)Cc2ccccc2)OCCCC[C@@H](C)O3)cc1	0.7
COc1ccccc1-c1cnc2c(c1)C(=O)N([C@H](C)CO)C[C@H](C)[C@@H](CN(C)C(=O)c1ccccc1)O2	-0.2
CO[C@H]1CN(C)C(=O)c2ccc(NC(=O)c3ccccc3F)cc2OC[C@H](C)N(CC2CC2)C[C@@H]1C	-15
COc1ccc(S(=O)(=O)N2CC[C@@H]3[C@H](CO)Nc4ccc(C#Cc5cccnc5)cc4[C@@H]32)cc1	-0.2
CC(C)CC#Cc1ccc2c(c1)O[C@H](CN(C)C)[C@H](C)CN([C@@H](C)CO)S2(=O)=O	0.1
C[C@@H]1CN([C@H](C)CO)C(=O)c2cc(NC(=O)Cn3cnnn3)ccc2O[C@@H]1CN(C)Cc1ccc(C(=O)Nc2ccccc2N)cc1	-1.3
CN(C)C(=O)C[C@H]1C[C@H]2c3cc(NC(=O)NC4CCCC4)ccc3O[C@H]2[C@H](CO)O1	0.0
C[C@@H]1CN([C@@H](C)CO)C(=O)c2cccc(NS(=O)(=O)c3ccc(Cl)cc3)c2O[C@H]1CN(C)Cc1ccc(Oc2ccccc2)cc1	1.7
C[C@H](CO)N1C[C@H](C)[C@@H](CN(C)Cc2cccc(F)c2)OCc2ccccc2-c2ccccc2C1=O	-4.2
O=C(Nc1ccccc1)N[C@@H]1CC[C@H](CCn2cc(-c3ccccc3F)nn2)O[C@@H]1CO	-0.5
CN1C[C@@H]2[C@H](c3ccccc31)[C@@H](CO)N2C(=O)C1CCOCC1	-0.3
COc1ccc(NC(=O)N(C)C[C@H]2OCCCC[C@@H](C)Oc3ccc(NS(=O)(=O)c4ccc(F)cc4)cc3C(=O)N([C@@H](C)CO)C[C@@H]2C)cc1	0.0
c1ncc(-c2ccc(C3[C@@H]4CN(Cc5ccc6c(c5)OCO6)C[C@H]3N4)cc2)cn1 (stereo partly specified)	-0.4&-0.5
C[C@@H]1CCCCO[C@@H](CN(C)C(=O)Nc2ccc(F)cc2)[C@@H](C)CN([C@@H](C)CO)C(=O)c2cc(NC(=O)CCC(F)(F)F)ccc2O1	0.9
O=C(NCCn1cc(CN2C(=O)COC[C@H]2c2ccccc2)nn1)Nc1ccccc1	0.8
C[C@@H]1CCCCO[C@@H](CN(C)C(=O)CCCN(C)C)[C@@H](C)CN([C@H](C)CO)C(=O)c2cc(NS(=O)(=O)c3ccc(Cl)cc3)ccc2O1	-1.9
CO[C@H]1CN(C)C(=O)c2ccc(NS(=O)(=O)c3ccccc3)cc2OC[C@H](C)N(C(=O)NC(C)C)C[C@@H]1C	1.2

Screening results (PubChem)
